Screening data from PubChem.
E coli Lon inh: inhibitors of E. coli Lon protease; P0A9M0; purified E. coli Lon protease, fluorescence polarization; inhibition, % at 7.94 µM; 360,000 tested, 0.42% active; AID 602123; in the data active means inhibition above about 13%, passing the limit was not always enough;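 further: 0% = enzyme with probe and DMSO and 100% = no enzyme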
FAS-TE inh: FAS thioesterase (human) inhibition; AID 602261; recombinant FAS-TE, OMFH fluorogenic substrate, fluorescence endpoint; inhibition, % at 15 µM; 360,000 tested, 0.67% active; P49327;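 active means compounds whose normalised, plate-corrected inhibition of enzyme fluorescence in the single-dose primary screen is 50% or more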;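 further: 0% = DMSO with enzyme and 100% = substrate without enzyme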
MsrA inhibitor: inhibits bovine methionine sulfoxide reductase A. 360,000 tested, 0.75% active. inhibition, % at 15.5 µM. purified bovine MsrA, absorbance read-out. AID 651718; in the data active means inhibition above about 4.5%;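 further: 0% = vehicle wells with enzyme and 100% = reference inhibitor wells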
Rin1-Abl PPI inh: human Rin1-Abl interaction inhibition; TR-FRET Rin1/Abl binding, biochemical; inhibition, % at 7.35 µM; 360,000 tested, 0.4% active; in the data active means inhibition above about 5%, passing the limit was not always enough
Rpn11 inh: inhibitors of human proteasome Rpn11. O00487. human 26S proteasome, Ub4-pepOG fluorescence polarization; 20S core pre-blocked with epoxomicin. calls only at 20 µM. 360,000 tested, 0.59% active. AID 588493;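 active means inhibition at 20 µM, scaled to each plate's controls, above about 33%, limit read from the data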
MsrA act: bovine methionine sulfoxide reductase A activation; 360,000 tested, 0.3% active; activation, % at 10.6 µM; purified bovine MsrA, absorbance read-out; in the data active means activation above about 7.5%;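 further: 0% = vehicle and 100% = reference activator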
PABP1 MLLE inh: blocks PAM2 peptide binding to the PABP1 MLLE domain. 360,000 tested, 0.36% active. P11940. inhibition, % at 20 µM. GST-MLLE / FITC-PAM2 fluorescence polarization; in the data active means inhibition above about 35%, passing the limit was not always enough;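 further: plate controls were DMSO wells with GST-MLLE for no effect and wells lacking GST-MLLE protein for full effect; some results filed as inactive read as strong as hits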
MT1-MMP act inh: inhibitors of human MT1-MMP activation | P50281 | HT1080 RFP-PRO-GFP cells, GFP/RFP ratio fluorescence, overnight; percent of plate control window, DMSO zero | GFP/RFP ratio change, % at 20 µM | 360,000 tested, 0.061% active | AID 651647;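 active means GFP/RFP ratio change of at least 30% with cell ATP level not reduced by more than half and red fluorescence within 50% of control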; further: strong numbers were not always called active
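Material: RFP-PRO-GFP reporter HT1080 cells. Dosing: single-point 20 µM compound, 1% DMSO. Controls: DMSO and RFP-L50D-GFP cell wells. Timing: cells overnight before dosing, compound overnight, 37 °C, 5% CO2. Measure: GFP/RFP fluorescence ratio.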
CSN deneddyl inh: blocks human CSN-mediated cullin deneddylation; Q92905; Purified CSN, SCF-Nedd8-OG deneddylation, fluorescence polarization; inhibition, % at 12.5 µM; 360,000 tested, 0.38% active;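 active means pattern-corrected inhibition above about 35%, with an unprinted fluorescence ratio check between 0.5 and 1.5, limit read from the data, passing the limit was not always enough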;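 further: 0% = enzyme with substrate and 100% = substrate without enzyme; some results filed as inactive read as strong as hits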
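test system = HEK293T-derived human Csn5 enzyme | amount = 0.24 nM Csn5 enzyme, final concentration | medium = Tris/NaCl/DTT buffer, pH 7.5 | schedule = 90 min reaction at room temperature | signal = FP | evaluation = inhibition of Csn5 cleavage, % | compound dosing = single dose of 12.5 µM compound with 0.25% DMSO | probe or stimulus = 10 nM SCFSkp2-Nedd8OG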
* marks the source's active call; other numbers are inactive results; i = inactive; + = active, no number.

SMILES	E coli Lon inh	FAS-TE inh	MsrA inhibitor	Rin1-Abl PPI inh	Rpn11 inh	MsrA act	PABP1 MLLE inh	MT1-MMP act inh	CSN deneddyl inh
O=C(Nc1ccc(NC(=O)c2ccco2)cc1)c1cnccn1	-5	-4	3.2	1	i	5	-5	2	0
COc1ccc(C(=O)NC2CCCN(Cc3ccccc3F)C2)c(OC)c1OC (stereo not given)	1	2	-0.7	-3	i	0	-3	0	-2
O=C(CSCc1ccccn1)Nc1ccccc1	-2	-7	-1.7	-3	i	-9	6	4	2
CCc1nc2ccc(C(=O)NCCN3CCNC3=O)cn2c1N(CCC(C)C)CCN(C)C	9	-11	-0.3	-3	i	1	16	-1	-2
COc1cc(C#Cc2c(-c3cncn3C)n(C)c3ccc(-c4ccc5cc[nH]c5c4)cc23)cc(OC)c1	-2	23	2.0	-1	i	-5	-14	-4	-4
CCOC(=O)C1=C(O)/C(=C/c2ccccn2)SC1=Nc1ccc(Cl)cc1	4	17	1.6	2	i	2	-4	-11	-3
O=C(C1Cc2ccccc2CN1S(=O)(=O)c1ccc(F)cc1)N1CCOCC1 (stereo not given)	7	-4	-0.4	0	i	5	8	6	2
COc1cc(C(=O)NCc2ccc(C)cc2)ccc1OCc1c(C)noc1C	8	0	0.7	1	i	1	-14	3	-5
COc1ccccc1CNC(=O)CN1CCN(c2ccc(C(C)=O)cc2)CC1	3	-4	2.0	-2	i	-13	-23	1	4
CC(C)OC(=O)CSc1nnc(CNc2nc(-c3ccccc3)cs2)n1C	-5	0	1.1	-2	i	-3	22	2	5
O=C(Nc1ccc(Br)cc1)c1cc([N+](=O)[O-])cc([N+](=O)[O-])c1	-3	55*	1.5	-2	i	1	9	5	1
Cc1ccc(CSc2nc3c(c(SCC(=O)O)n2)CCCC3)cc1	2	-2	0.1	-1	i	-2	-7	5	-4
COc1ccc(Cc2nc3ccc(C(=O)NCC(C)(C)OC)cc3o2)cc1	-8	-4	0.1	3	i	-3	-13	1	0
Cc1ccc(NC(=O)CO/N=C/c2ccc(N(C)C)cc2)cc1	-97	-65	2.7	0	+	0	-102	-35	50*
Cc1cccc(-c2noc(CCCC(=O)Nc3cccnc3)n2)c1	-9	0	0.1	-6	i	1	-1	1	-1
CCN1CCN(S(=O)(=O)c2ccc(OC)c(NC(=O)c3ccccc3)c2)CC1	-4	-4	0.6	1	i	0	-8	5	-4
CCC(=O)Nc1nc2ccc(S(C)(=O)=O)cc2s1	-4	-8	-0.8	0	i	-2	4	-13	3
Cc1ccc(OCCC(=O)O)cc1	-8	-6	-0.3	2	i	-1	1	4	4
Cc1ccc(S(=O)(=O)/N=C2/NC(=O)/C(=C\c3ccccc3)S2)cc1	-4	2	3.6	-3	i	-5	12	1	5
COc1ccc(Cc2nc3ccc(C(=O)NC4CCOC4)cc3o2)cc1OC (stereo not given)	10	-7	2.1	5	i	-7	4	-2	2
O=C(N/N=C/C=C/c1ccc([N+](=O)[O-])cc1)C1COc2ccccc2O1 (stereo not given)	10	17	3.4	3	i	-7	-6	5	2
O=c1oc(Nc2ccccc2F)nc2ccccc12	-4	-3	0.9	-3	i	-1	-5	1	3
Cc1nc2scc(-c3cccs3)c2c(=O)n1-n1cccc1	-2	4	15*	-3	i	1	-12	-3	-3
CC(=O)c1ccc(OCCCC(=O)N2CCN(S(=O)(=O)c3cccs3)CC2)cc1	0	-2	2.1	2	i	-1	-10	4	0
CCOC(=O)c1cc2cc([N+](=O)[O-])cc(OC)c2oc1=O	-3	-4	0.0	0	i	-1	12	6	7

Copied from above, four compounds:
SMILES	E coli Lon inh	FAS-TE inh	MsrA inhibitor	Rin1-Abl PPI inh	Rpn11 inh	MsrA act	PABP1 MLLE inh	MT1-MMP act inh	CSN deneddyl inh
O=C(Nc1ccc(NC(=O)c2ccco2)cc1)c1cnccn1	-5	-4	3.2	1	i	5	-5	2	0
COc1ccc(C(=O)NC2CCCN(Cc3ccccc3F)C2)c(OC)c1OC (stereo not given)	1	2	-0.7	-3	i	0	-3	0	-2
O=C(CSCc1ccccn1)Nc1ccccc1	-2	-7	-1.7	-3	i	-9	6	4	2
CCc1nc2ccc(C(=O)NCCN3CCNC3=O)cn2c1N(CCC(C)C)CCN(C)C	9	-11	-0.3	-3	i	1	16	-1	-2

Next section.
SMILES	E coli Lon inh	FAS-TE inh	MsrA inhibitor	Rin1-Abl PPI inh	Rpn11 inh	MsrA act	PABP1 MLLE inh	MT1-MMP act inh	CSN deneddyl inh
CCN1CCN(C(CC(C)C)c2nnnn2CS(=O)(=O)c2ccc(C)cc2)CC1 (stereo not given)	-3	-8	-0.9	0	i	-3	9	-5	-13
COc1cc2cc(CCOC(=O)c3ccco3)oc(=O)c2cc1OC	7	-11	-0.2	1	i	-1	10	6	-1
Cc1[nH]n(-c2ccccc2)c(=O)c1N=Nc1c(O)cc(S(=O)(=O)N(C)C)c2ccccc12	8	32	1.0	5	i	-1	-11	76	1
COc1cccc2cc(-c3nnc(-c4ccccc4)o3)c(=O)oc12	1	-2	1.8	0	i	-13	11	2	-5
COc1cc(C)nc(OCCNC(=O)COc2ccc(Cl)cc2Cl)n1	-2	-4	-0.2	2	i	0	3	1	-2
[O-][N+](=Cc1c(Cl)cccc1Cl)CC1(O)CCCCC1	-12	-3	-0.7	1	i	-2	2	-1	1
COC(=O)c1oc2ccc(Br)cc2c1NC(=O)c1ccccc1	-2	-2	-0.9	-1	i	-4	-9	1	-2
CCCc1nn(C)c2c(=O)[nH]c(-c3cc(S(N)(=O)=O)ccc3OCC)nc12	-6	-3	2.3	2	i	-3	-3	-2	-5
Cc1csc(=O)n1CCC(=O)OCC(=O)NNC(=O)c1ccc(Br)cc1	-4	1	0.2	2	i	-5	-9	-1	3
COc1ccc(C(=O)O/N=C/c2c(C(F)(F)F)nn(C)c2SCc2ccccc2Cl)cc1	10	34	-0.7	-1	i	-6	8	-5	-7
O=C(c1cc2ccccc2oc1=O)N1CCN(CCc2ccccc2)CC1	-15	2	0.4	1	i	-6	20	0	4
COc1cccc(N2CCN(C(=O)c3ccc4nc(N5CCCCC5)sc4c3)CC2)c1	-2	4	-0.3	-1	i	-3	7	-1	-1
CCN1CCc2c(sc(NC(=O)c3ccc(S(=O)(=O)N4CCCC4)cc3)c2C(=O)NC)C1	-18	-5	0.8	0	i	-5	-12	-13	0
CC1CC(C)CN(CCC(=O)Nc2ccc(Br)cc2)C1 (stereo not given)	2	-2	-0.2	1	i	-4	5	2	3
O=C(NC(=S)Nc1ccc(Cl)c(C(=O)O)c1)c1ccc(OCc2ccccc2)cc1	3	-39	1.8	-2	i	-2	24	0	0
COC(=O)c1cc(S(=O)(=O)NCCc2cccc(C)c2)cn1C	6	2	-0.4	3	i	-6	5	0	0
CN(C)c1cccc(C(=O)NNC(=O)CN2C(=O)C3CC=CCC3C2=O)c1 (stereo not given)	0	-5	-0.3	0	i	-2	-7	2	4
O=C(/C=C/Nc1ccc(Oc2ccccc2Cl)cc1)c1ccco1	-2	21	0.6	-1	i	-2	-17	-5	2
CCOc1cc(/C=N\NC(=O)C2C(=O)NCC2c2ccccc2)ccc1OC (stereo not given)	-3	-10	-0.2	-6	i	-3	3	-4	-1
CCOc1ccc(-c2cnc(N)n2C)cc1	-4	-7	0.1	0	i	-2	-8	6	-9
Cc1cccc(OCC(=O)NCC2CCCO2)c1C (stereo not given)	-2	-5	-0.8	0	i	-4	7	-2	2
Cc1ccc(C(=O)NCCCNC(=O)c2ccc(Cl)cc2)cn1	0	-4	-0.7	2	i	-5	-2	3	1
O=[N+]([O-])c1ccccc1NCc1c(O)ccc2ccccc12	12	27	0.1	-3	i	-4	8	0	-2
NC(=O)[C@@H]1CCCN1C(=O)c1ccc2nc(Cc3ccccc3F)oc2c1	-3	-7	-0.3	-1	i	-1	-2	-2	4
CCC(C(=O)Nc1ccc(C(C)C)cc1)c1ccccc1 (stereo not given)	3	14	-0.6	2	i	0	2	0	-4

Other structures follow:
SMILES	E coli Lon inh	FAS-TE inh	MsrA inhibitor	Rin1-Abl PPI inh	Rpn11 inh	MsrA act	PABP1 MLLE inh	MT1-MMP act inh	CSN deneddyl inh
COc1ccc(Cl)cc1S(=O)(=O)N1CCN(Cc2ccc3c(c2)OCO3)CC1	-5	21	-1.6	-2	i	-1	2	-4	0
Cc1ccc(N=C2C(=O)Nc3ccccc32)cc1C	-3	2	0.4	-3	i	-6	0	0	-1
COc1ccc(Nc2cccc3ccccc23)cc1	84*	-85	-0.1	1	i	2	58	-19	-15
CN(C)c1cccc(C(=O)N/N=C/c2ccsc2)c1	1	-10	2.4	-3	i	-4	0	3	-3
CC1(C)CC(c2nc(-c3ccc(Br)cc3)cs2)CCS1 (stereo not given)	-4	37	0.0	0	i	-2	7	1	-4
CN(C(=O)c1cccc(NC(=O)Cc2cccc(NC(=O)C3CCN(C(=O)C4CCCC4)CC3)c2)c1)C1CCC1	-12	-8	-1.6	5	i	-4	-6	1	7
C#CCn1c(=NC(=O)CN2C(=O)CCC2=O)sc2cccc(OC)c21	-6	0	0.1	-4	i	-3	10	1	1
CC(=O)c1cccc(NC(=O)C2Cc3c(-c4ccco4)ccnc3O2)c1 (stereo not given)	-5	1	0.1	1	i	0	-14	-3	-2
Cc1onc(-c2c(Cl)cccc2Cl)c1/C(N)=N/OC(=O)C(C)(C)C	-3	2	0.6	1	i	-5	4	6	2
Cc1cc(=O)[nH]c(SCC(=O)N2CCCCCC2)n1	-8	-6	-0.4	-1	i	3	19	6	0
O=C(c1c(F)cccc1Cl)N1CCN(S(=O)(=O)c2ccc3c(c2)OCCCO3)CC1	-9	6	-0.4	0	i	-3	3	1	1
CCOc1ccc(C(=O)/C=C/c2ccc(OC)c(OC)c2)cc1	4	7	1.7	0	i	-2	3	-3	2
Cc1cc(OCc2cc(C(=O)NCC3(C)COC3)no2)cc(C)c1Cl	-2	8	1.6	1	i	-4	2	6	2
C=C(C)Cn1c(C2CC(=O)N(c3ccccc3F)C2)nc2ccccc21 (stereo not given)	-4	-5	0.5	3	i	1	3	1	-2
CC(C)C(=O)N1N=C(c2ccc(NS(C)(=O)=O)cc2)CC1c1cccs1 (stereo not given)	9	-6	0.8	3	i	-9	-5	-6	3
O=C(COC(=O)c1cc(-c2ccccc2)nc2ccccc12)Nc1ccc2c(c1)OCO2	7	25	3.1	1	i	-11	3	0	-1
CCCCC(=O)Nc1ccc(C)c(S(=O)(=O)N2CCCCCC2)c1	-1	7	0.2	1	i	-9	-1	7	-1
CCOC(=O)c1cnn(CCOC(=O)c2cccs2)c1NC(=O)c1cccs1	0	-2	-0.6	-2	i	-3	9	-5	-1
COc1ccc(CNCC(=O)Nc2ccccc2-n2cccc2)cc1	2	-4	0.9	6	i	-4	-4	-3	4
CCOC(=O)c1ccc(S(=O)(=O)N2CCN(C(=O)C3CSC4(C)CCC(=O)N34)CC2)cc1 (stereo not given)	3	19	-0.3	7	i	-6	0	-1	1
CC(C)[C@H](NC(=O)c1ccccc1)C(=O)OCC(=O)N1CC(=O)Nc2ccccc21	-3	-12	-0.3	-1	i	-5	-21	-1	-4
CC(C)(C)c1ccc(-c2nc(C#N)c(NCCCn3ccnc3)o2)cc1	11	-19	3.1	-3	i	-5	-2	3	6
CC(=O)Nc1c(-c2ccccc2)nc2ncccn12	-5	-10	0.9	-1	i	2	-2	1	-1
COc1cccc(NC(=O)CCCNC(=O)Cn2cnc3sc(C)c(C)c3c2=O)c1	6	-2	0.4	0	i	-12	-5	1	-1
O=C(Nc1ccccc1)c1ccc2c(c1)OCCO2	1	-6	-0.9	-1	i	0	-2	2	-1
